Bioassay records (PubChem)
14-3-3 PPI: modulators of human 14-3-3 gamma - Raf peptide interaction; P61981; inhibition, % at 40 µM; 160,000 tested, 0.19% active; AID 422; FP, 14-3-3gamma / TMR-pS259-Raf peptide binding; in the data active = inhibition above about 30%;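 note: 0% = protein plus tracer without compound and 100% = blank with tracer alone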
Target sequence (P61981 whole entry, looked up): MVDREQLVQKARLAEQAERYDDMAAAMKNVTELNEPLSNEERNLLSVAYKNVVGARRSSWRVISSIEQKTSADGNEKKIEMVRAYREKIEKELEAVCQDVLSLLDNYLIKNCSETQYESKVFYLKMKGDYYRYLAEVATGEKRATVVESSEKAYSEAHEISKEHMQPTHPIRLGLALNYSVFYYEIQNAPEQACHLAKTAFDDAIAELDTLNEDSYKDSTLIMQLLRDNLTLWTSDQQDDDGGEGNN
Numbers without * were called inactive; & = joins results of further samples. Only part of the results is shown; count on the stated rates, not on these rows.

smiles | 14-3-3 PPI
CCc1nn(-c2ccccc2)c2nc(-c3ccccc3OC)c3cc(OC)c(OC)cc3c12 | 5
C=CCn1c(COc2ccc(Cl)cc2)nnc1SCC(=O)N1CC(=O)Nc2ccccc21 | -4
Cc1ccc2nc(SC(C)C(=O)N3CCCC3)[nH]c2c1 (centres undefined) | -13
Cc1ccc(-c2nnn(CC(=O)N(c3ccccc3)C(C(=O)NC3CCCC3)c3ccco3)n2)o1 (centres undefined) | -7
Cc1csc2ncc(C(=O)NCc3ccccc3Cl)c(=O)n12 | -4
CCCC(=O)NC(c1ccc(N(C)C)cc1)c1cc(Cl)c2cccnc2c1O (centres undefined) | 2
O=C(CN1CCN(c2ccccc2)CC1)N1c2ccccc2CCc2ccccc21 | -2
O=C(CN1C(=O)c2ccc([N+](=O)[O-])cc2C1=O)Nc1cc(Cl)ccc1C(=O)O | -7
COc1ccc(-c2nn(C)c3sc(C(=O)N4CCC(C)CC4)cc23)cc1OC | -7
Cc1ccc(S(=O)(=O)CCC(=O)Nc2ccc(Br)cc2)cc1 | -3
Cc1cc(N(C)C)c(C#N)c(=O)[nH]1 | -4
CC1(C)Cc2c(c(-c3ccccc3)[nH]c(=O)c2C#N)CS1 | -7
C/C=C(\CS(=O)(=O)c1ccccc1)S(=O)(=O)c1ccccc1 | -9
CCOCCCn1c(SCc2ccc(Cl)cc2)nc2ccccc2c1=O | 2
CCNc1nc(SCCOc2ccc(C)cc2)nc(N(C)C)n1 | -5&-3
O=C(C1CCCN(S(=O)(=O)c2cccc3cccnc23)C1)N1CCN(c2ccc(F)cc2)CC1 (centres undefined) | -3
O=C(c1ccccc1Br)N1CCCCCC1 | -4
c1ccc(-c2nc3nonc3nc2-c2ccccc2)cc1 | 2&-7
Cn1c(=O)c2c(nc(Oc3ccc4c(c3)OCO4)n2Cc2ccccc2)n(C)c1=O | 1
COc1ccc(Cl)cc1N1CC(C(=O)Nc2nccs2)CC1=O (centres undefined) | -2
COC(=O)Cn1cnc(=O)c(C#N)c1/C=C/N(C)C | 1
Cc1cc(C)c(C#N)c(SCC(=O)Nc2ccc(S(N)(=O)=O)cc2)n1 | -5
O=C(Nc1ccc(C(=O)N2CCOCC2)cc1)c1cccs1 | 1
CCOC(=O)C1CCN(C(c2cc3cc(C)cc(C)c3[nH]c2=O)c2nnnn2C2CCCCC2)CC1 (centres undefined) | 3
CCCc1nnc(SCc2ccc(OC)cc2)n1N | 3
COc1cc2nc(C=Cc3cccc([N+](=O)[O-])c3)oc(=O)c2cc1OC | -10
COc1ccc(NC(=O)CCS(=O)(=O)c2cccc3nsnc23)c(OC)c1 | -17
O=c1[nH]c(SCc2ccc([N+](=O)[O-])cc2)nc2c1cnn2-c1ccccc1 | 3
Cc1ccc(-n2nc3c(c2NC(=O)C2CC2)CSC3)c(C)c1 | 0
COc1ccc(N2C(=O)C3C4C=CC(C4)C3(C)C2=O)cc1 (centres undefined) | -13

New compounds follow.
smiles | 14-3-3 PPI
COc1cc(C(=O)Nc2ccc(-c3nc4cc(C)ccc4o3)c(O)c2)cc(OC)c1OC | 2
O=c1oc2cc(Cl)c(O)cc2s1 | -6
O=C(O)CCc1ccc(-c2ccccc2)n1-c1cccc(O)c1 | -27
COCCNC(=O)CN(C(=O)CCC(=O)Nc1cc(C)on1)c1ccc(C)cc1C | 3
COc1ccc(OC)c(NC(=O)c2cc3cc4ccc(C)cc4nc3o2)c1 | 10
O=C(O)c1oc(=O)c2ccccc2c1-c1ccccc1 | -5
O=[N+]([O-])c1ccccc1S(=O)(=O)N1CCN(Cc2c[nH]c3ccccc23)CC1 | -19
CC(=O)Cc1nsc(NC(=O)c2cc(-c3ccccc3Cl)oc2C)n1 | -4
Cc1cccc(C(=O)N2c3c(C)cccc3C(Nc3ccccc3C)CC2C)c1 (centres undefined) | 3
COc1cccc(C(=O)N2CCN(S(=O)(=O)c3ccc(C)cc3)CC2)c1OC | -2
Cc1ccc2nsnc2c1NC(=O)c1ccc([N+](=O)[O-])cc1 | -8
CCOCCOC(=O)C1=C(C)NC2=C(C(=O)CC(c3cccs3)C2)C1c1ccsc1 (centres undefined) | -1&-14
CC(=O)c1cc(C#N)c(SCC=Cc2ccccc2)nc1C | 0
CCOC(=O)N1CCN(C(=O)c2ccc3c(=O)n(CCC4=CCCCC4)c(=S)[nH]c3c2)CC1 | 4
CC(=O)OCCNC(=O)c1cc2ccccc2oc1=O | -9&-5
O=C(CSc1ccccc1)Nc1ccncc1 | -9
O=C(Nc1cccc(Br)c1)C1C(c2ccccc2)=C1c1ccccc1 | 0
COc1ccc(C(=O)n2nc(C)cc2C)cc1OC | 2
Cc1nc2c(s1)sc1ccccc12 | -3
CCOc1cccc2cc(C(=O)N3CCc4ccccc43)c(=O)oc12 | -237
CN(C(=O)c1ccno1)c1nnc(-c2ccccn2)s1 | -1
CCOC(=O)CNC(=O)Cn1c(C)cc2ccccc2c1=O | 1
COc1ccccc1N1C(=O)c2ccc(C(=O)c3cccc([N+](=O)[O-])c3)cc2C1=O | -6
COc1ccccc1CNS(=O)(=O)c1ccc2c(c1)OCCO2 | 5
Brc1ccc(C2=Nn3c(nnc3-c3ccccc3Br)SC2)cc1 | -1
O=C(CSc1nc2c([nH]c3ccccc32)c(=O)n1-c1ccc(F)cc1)N1CCCCCC1 | 6
CC(=O)C1=C(C)Nc2ncnn2C1c1ccc(Cl)cc1 (centres undefined) | -8&-5
O=[N+]([O-])c1ccc(CN2CCN(C3CCN(Cc4ccccc4)CC3)CC2)cc1 | -7
O=C(c1cncc(Br)c1)N1CCN(c2ccc(N3CCOCC3)nn2)CC1 | -2
COc1ccc(Cl)cc1NC(=O)c1cc(-c2ccc(F)cc2)on1 | -69

(list continues)
smiles | 14-3-3 PPI
COc1ccc(C(=O)CSc2nc3nc(C)cc(C)n3n2)cc1OC | -11
COc1ccc(Br)cc1CNC(=O)Cn1ncc2c(=O)oc3ccccc3c21 | -47
COc1ccc(NC(=O)N2CCCC2)cc1OC | -15
Cc1onc(-c2ccccc2)c1C(=O)Nc1cccc(OC(C)C)c1 | -10
O=C(CC(c1ccccc1)c1ccccc1O)NCC1(c2ccccc2)CCCC1 (centres undefined) | -1
COCCCN1C(=O)C(=O)/C(=C(/O)c2ccc(OCC(C)C)cc2)C1c1cccnc1 (centres undefined) | -10
COc1cccc(C2=CC(c3ccc(OC(F)F)cc3)n3nnnc3N2)c1 (centres undefined) | -6
CC(C)OC(=O)C(C)Oc1ccc2c(=O)c(Oc3ccc(C(C)(C)C)cc3)coc2c1 (centres undefined) | -1
Cc1cc(NC(=O)CSc2nc3ccccc3s2)no1 | -23
Cc1cc(NC(=O)CSc2nnc(-c3ccc4c(c3)OCCO4)o2)no1 | -8
COCCCNc1nc2c(c(=O)[nH]c(=O)n2C)n1CC(O)COc1ccccc1 (centres undefined) | 5
Cc1nnc(SC(=O)N2c3ccccc3Sc3ccccc32)s1 | -6&-9
CCOP(=O)(c1ccccc1)c1nc(-c2ccc(F)cc2)oc1N1CCCCC1 (centres undefined) | -3
Cc1cc(C)c2c(=O)n(CC(=O)NCCCN3CCN(c4ccccc4F)CC3)sc2n1 | -14
Cc1cccc(NS(=O)(=O)c2c(C)n[nH]c2C)c1C | -5
CCOC(=O)c1cccc(Nc2nc(-c3ccccc3Cl)nc3ccccc23)c1 | -114
CCCC(NS(=O)(=O)c1ccc(Br)cc1)C(=O)O (centres undefined) | 3
Cc1c(C(=O)O)oc2ccc(S(=O)(=O)NCCc3ccc(Cl)cc3)cc12 | 6
Cc1ccccc1CSCc1ccc(C(=O)NCCc2ccc(Cl)cc2)o1 | -8
CCN1CCN(C2CCN(Cc3cc(OC)c(OC)c(OC)c3)CC2)CC1 | 4
CC(C)N(C=O)C1(C(=O)NC2CCCCC2)CCCCC1 | -10
ON=C1/C(=N\O)CC2(C/C1=N/O)OCCO2 | -8
CCN(CC)C(c1ccc(F)cc1)c1nnnn1C1CCCCC1 (centres undefined) | 1
Cc1ccc(N2CC(C(=O)NC3CCSC3=O)CC2=O)cc1 (centres undefined) | 2
O=S(=O)(NCc1ccccc1)c1cccc2cccnc12 | -14
Cc1ccc(C(=O)NCCc2cc3cc(C)c(C)cc3[nH]c2=O)cc1 | -7
COc1cc(-n2c(=O)c3ccccc3n(Cc3cccc(F)c3)c2=O)cc(OC)c1OC | -2
Oc1c(C2CC3CCC2C3)cccc1C1CC2CCC1C2 (centres undefined) | -2
O=C(CN1C(=O)CSc2ccc(S(=O)(=O)N3CCCC3)cc21)N1CCN(Cc2ccccc2)CC1 | -3
COc1cccc(-c2nc(CS(=O)(=O)CC(=O)Nc3cccc(C)c3C)c(C)o2)c1 | 6

(list continues)
smiles | 14-3-3 PPI
CCCN1C(=O)C(O)(CC(=O)c2ccc3c(c2)OCCO3)c2ccccc21 (centres undefined) | 3
CC(C)N(Cc1nc(-c2ccc(Cl)cc2)no1)C(=O)C12CC3CC(CC(C3)C1)C2 | 4
CN1CCN(C(=O)CCNC(=O)Cn2cnc3ccccc3c2=O)CC1 | 6
O=C(NCCCN1CCN(c2ccccc2F)CC1)c1cccn2c(=O)c3c4c(sc3nc12)CCCC4 | 17
COc1ccc2c(c1)CN(c1cccc(C(=O)O)c1)CO2 | 9
COc1cc(OC)cc(C(=O)Nc2ccc(Cl)c(-c3nc4cc(Cl)ccc4o3)c2)c1 | -318
CCC(=O)N1c2ccccc2-c2nnc(SC)nc2OC1c1ccc(C)s1 (centres undefined) | -5
Cc1cc2cc3c(cc2c(C)n1)c1ccccc1n3C | -17
CCCc1cc(=O)oc2cc(OCC(=O)OCC)ccc12 | 0
Cc1nc(-c2ccccc2)nc2[nH]ccc(=O)c12 | 1
Cc1ccc(CNC(=O)CCCOc2cc(=O)n(C)c3ccccc23)o1 | -3
CC(NC(=O)C1CC=CCC1C(=O)O)C1CC2CCC1C2 (centres undefined) | 2
CCn1c(SCC(=O)N2CCCC2)nc2c1c(=O)n(C)c(=O)n2C | -3
Cc1ccnc(NC(=O)c2ccccc2NC(=O)c2ccccc2)c1 | 0
CCc1nc2c(c3c1[nH]c1ccccc13)C(=O)CC(C)(C)C2 | -5
Cc1ccc(SCCN2C(=O)NC(C)(C)C2=O)cc1 | 4
CC1CCN(S(=O)(=O)c2cccc(-c3nnc(-c4cccnc4)o3)c2)CC1 | -8
Cn1c(NCc2c[nH]c3ccccc23)nc2ccccc21 | -1
CCOC(=O)c1ccccc1NC(=O)c1ccc(F)cc1 | 9
CCOc1ccc(C2CC(=O)C3=C(C2)Nc2ccccc2NC3c2ccc(OC)c(OC)c2OC)cc1OC (centres undefined) | 2
c1ccc2c(c1)CCN(c1nc3cc4c(cc3s1)OCCO4)C2 | -6
Cc1cc2c(cc1C)NC(c1ccc(Cl)s1)C1=C(CC(C)(C)CC1=O)N2 (centres undefined) | 0
S=C1NCN(Cc2ccccc2)CN1c1cccc(Cl)c1 | -4
CCOC(=O)CC(NC(=O)c1cc2cc(OC)ccc2oc1=O)c1ccccc1Cl (centres undefined) | 0
CC1=C(C(=O)OC(C)C)C(c2cccs2)n2ncnc2N1 (centres undefined) | 0
COc1ccc(-n2c(SCC(=O)Nc3ccc4c(c3)OCO4)nc3c(c2=O)SCC3)cc1 | -1
O=C(NCC1CCCO1)c1cc2n(n1)C(C(F)(F)F)CC(c1cccs1)N2 (centres undefined) | 14
CN1C(=O)C(O)(CC(=O)c2ccc(C(C)(C)C)cc2)c2cc(Br)ccc21 (centres undefined) | 0
O=C1CC(c2ccc(F)cc2)Cc2nc(NCc3ccco3)ncc21 (centres undefined) | 0
O=C(Nc1ccc2oc(-c3cccc(Br)c3)nc2c1)c1ccc2c(c1)OCCO2 | -6

Next section (7 carried over from the part before).
smiles | 14-3-3 PPI
CCOC(=O)CC(NC(=O)c1cc2cc(OC)ccc2oc1=O)c1ccccc1Cl (centres undefined) | 0
CC1=C(C(=O)OC(C)C)C(c2cccs2)n2ncnc2N1 (centres undefined) | 0
COc1ccc(-n2c(SCC(=O)Nc3ccc4c(c3)OCO4)nc3c(c2=O)SCC3)cc1 | -1
O=C(NCC1CCCO1)c1cc2n(n1)C(C(F)(F)F)CC(c1cccs1)N2 (centres undefined) | 14
CN1C(=O)C(O)(CC(=O)c2ccc(C(C)(C)C)cc2)c2cc(Br)ccc21 (centres undefined) | 0
O=C1CC(c2ccc(F)cc2)Cc2nc(NCc3ccco3)ncc21 (centres undefined) | 0
O=C(Nc1ccc2oc(-c3cccc(Br)c3)nc2c1)c1ccc2c(c1)OCCO2 | -6
O=C(c1ccc2nc3ccccc3c(=O)n2c1)N1CCN(c2cccc(Cl)c2)CC1 | -2
CC(NC(=O)CCN1C(=O)COc2ccccc21)c1ccccc1 (centres undefined) | 0
O=C(Cn1nnc2ccccc2c1=O)NCc1ccco1 | -4
COc1ccccc1C1/C(=C(/O)c2ccc(C)cc2)C(=O)C(=O)N1CCN1CCOCC1 (centres undefined) | -5
O=C(c1ccc2c(=O)n(Cc3ccc(Cl)cc3)c(=S)[nH]c2c1)N1CC=C(c2ccccc2)CC1 | 2
O=C(Nc1cccc(Cl)c1)N1CCN(c2ccc([N+](=O)[O-])cc2)CC1 | -2
c1ccc(CSc2ncnc3nc[nH]c23)cc1 | -5
Oc1ccc2ccccc2c1C=Nc1cccc2ccccc12 | -45
O=C(CCN1CCOCC1)Nc1ccc2c(c1)N(C(=O)CN1CCOCC1)c1ccccc1CC2 | -6
C=CCOc1ccc(C2CC(C)=NN2c2ccccc2)cc1 (centres undefined) | 0
COc1cccc(N2CCN(c3nc4cccnc4s3)CC2)c1 | -3
O=C(O)C1CCCCC1C(=O)NCc1ccc(F)cc1 (centres undefined) | 8
COc1cc(NC(=O)c2ccco2)c(OC)cc1NC(=O)CSc1ncc(-c2ccc(F)cc2)[nH]1 | 3
Cc1ccc(S(=O)(=O)Nc2cc3c4c(oc3c3ccccc23)CCC(C)C4)cc1 (centres undefined) | -18
Nc1nc(-c2c[nH]c3ccccc23)cs1 | -11
Cn1cc([N+](=O)[O-])c(C(=O)NCC(=O)O)n1 | 5
